Bioassay records as filed in PubChem.
N370S GC: qHTS Assay for Inhibitors and Activators of N370S glucocerebrosidase as a Potential Chaperone Treatment of Gaucher Disease | Lysosomal acid glucosylceramidase (Homo sapiens), P04062 | N370S GC spleen homogenate, 4MU-glucoside fluorescence | Potency, µM (titrated, usually from 59.4 µM), without a hit: top-dose activity change, negative = inhibition, usual class: inhibitors | 330,000 compounds, 0.092% hits | AID 2101, 2009;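 also: 0% = full enzyme activity and -100% = no enzyme basal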
FEN1 inh: qHTS Assay for the Inhibitors of Human Flap endonuclease 1 (FEN1); P39748; 390,000 compounds, 0.35% hits; Potency, µM (top dose mostly 114 µM), for the others: at the top dose activity change, negative = inhibition, usual class: inhibitors; AID 588795, 2011; Recombinant FEN1 flap cleavage, fluorescence, 15 min; also: nearly all actives have a fitted effect of over 65% in size
Target sequence (P39748 whole entry, looked up): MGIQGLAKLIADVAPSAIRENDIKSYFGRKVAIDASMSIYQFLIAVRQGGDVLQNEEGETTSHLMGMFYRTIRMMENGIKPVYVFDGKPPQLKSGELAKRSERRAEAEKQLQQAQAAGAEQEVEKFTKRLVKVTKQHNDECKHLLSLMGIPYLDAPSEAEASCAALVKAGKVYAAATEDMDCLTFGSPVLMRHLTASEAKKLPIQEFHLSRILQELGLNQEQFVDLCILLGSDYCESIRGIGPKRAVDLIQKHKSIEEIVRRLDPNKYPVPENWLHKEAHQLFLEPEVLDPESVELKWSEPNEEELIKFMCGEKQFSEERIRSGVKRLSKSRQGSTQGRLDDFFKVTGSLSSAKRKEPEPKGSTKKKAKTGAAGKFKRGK
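Enzyme 10 nM, 15 min RT preincubation with compound; start with substrate 50 nM final; reads at 0 and 15 min; qHTS titration, four-parameter Hill fit.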
DT40 TDP1 CPT: qHTS for Inhibitors of human tyrosyl-DNA phosphodiesterase 1 (TDP1): qHTS in cells in presence of CPT; chicken DT40 Tdp1-/-;hTDP1 cells + 20 nM CPT, ATP luminescence, 48 h; Potency, µM (highest dose often 46.2 µM), for inactives: at the highest dose activity change, negative = growth inhibition, most hits filed as inhibitors; 420,000 compounds, 12% hits; also: nearly all actives have a fitted effect of over 55% in size
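Cell growth measured by CellTiter-Glo luminescence after a minimum 48 h, 37 C compound exposure with 20 nM CPT in Tdp1-knockout DT40 cells stably expressing hTDP1, seeded 400/well; qHTS titration format.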
Numbers without * were called inactive; ? = inconclusive; / = not tested or not shown; & = joins results of further samples; [ ] = another dose, or the depositor's remark. Calls follow the shape of the dose curve; as a rule, active = well fitted curve in the direction sought with a large enough effect; inconclusive = small, poorly fitted or top-dose-only effect, or another doubt; inactive = no such curve, though single readings can be large; an effect the other way counts as inactive or inconclusive. Unless noted, % is scaled to controls: 0 for no effect and ±100 for the full control effect; potency is read from the fitted curve at half-maximal effect.

Sample of the layout (15 entries):
SMILES | N370S GC | FEN1 inh | DT40 TDP1 CPT
CCc1nc(CNC(=O)C2CCC(=O)N(CCc3cccc(F)c3)C2)no1 (stereo unspecified) | -5% | 0% | -25%
CN(C(=O)COC(=O)CSc1ccc([N+](=O)[O-])cc1)c1ccccc1 | / | -2% | 23µM*
COc1ccc(CNC(=O)c2cc(-c3ccc(Cl)cc3)n[nH]2)cc1 | / | -3% | 14%
Cc1ccc(C)c(OCCCCCn2ccnc2)c1 | -7% | -8% | ?
O=C(O)C1C2OC(C(Br)C2Br)C1C(=O)O (stereo unspecified) | / | 0% | 7%
Cc1ccc2nc(-c3ccco3)c(Nc3ccc4c(c3)OCCO4)n2c1 | / | 10% | 16µM*
N#Cc1ccc(C(=O)N2CCN(C(=O)C3CCCO3)CC2)cc1 (stereo unspecified) | / | -2% | -5%
CCOc1cc(C(=O)NCCc2csc3nc(-c4ccccc4F)nn23)cc(OCC)c1OCC | / | -7% | 23µM*
CCn1c(=NC(=O)c2cccc(N3C(=O)CCC3=O)c2)sc2c(C)ccc(OC)c21 | 11% | 0% | 18µM*
C[Se]CCC(N)C(=O)O (stereo unspecified) | 6% | / | -15%
N#CCSc1nnc(Cc2cccc3ccccc23)n1C1CCCCC1 | -2% | 9% | -25%
COc1ccc(NC(=O)N(C)C[C@H]2Oc3ccc(NS(=O)(=O)c4ccc(F)cc4)cc3C(=O)N([C@H](C)CO)C[C@@H]2C)cc1 | / | -4% | ?
O=C(NCCn1cc(SCc2ccc(F)cc2)c2ccccc21)c1ccccc1F | 7% | -18% | ?
CCc1nc2ccccc2c(C(=O)OCC(=O)C(C)(C)C)c1C | -1% | -6% | ?
Cc1cc(C)c2[nH]c(=O)c(CN(CC3CCCO3)C(=O)C3CCCO3)cc2c1 (stereo unspecified) | 8% | -4% | -14%

All compounds of this part, from the first entry:
SMILES | N370S GC | FEN1 inh | DT40 TDP1 CPT
CCc1nc(CNC(=O)C2CCC(=O)N(CCc3cccc(F)c3)C2)no1 (stereo unspecified) | -5% | 0% | -25%
CN(C(=O)COC(=O)CSc1ccc([N+](=O)[O-])cc1)c1ccccc1 | / | -2% | 23µM*
COc1ccc(CNC(=O)c2cc(-c3ccc(Cl)cc3)n[nH]2)cc1 | / | -3% | 14%
Cc1ccc(C)c(OCCCCCn2ccnc2)c1 | -7% | -8% | ?
O=C(O)C1C2OC(C(Br)C2Br)C1C(=O)O (stereo unspecified) | / | 0% | 7%
Cc1ccc2nc(-c3ccco3)c(Nc3ccc4c(c3)OCCO4)n2c1 | / | 10% | 16µM*
N#Cc1ccc(C(=O)N2CCN(C(=O)C3CCCO3)CC2)cc1 (stereo unspecified) | / | -2% | -5%
CCOc1cc(C(=O)NCCc2csc3nc(-c4ccccc4F)nn23)cc(OCC)c1OCC | / | -7% | 23µM*
CCn1c(=NC(=O)c2cccc(N3C(=O)CCC3=O)c2)sc2c(C)ccc(OC)c21 | 11% | 0% | 18µM*
C[Se]CCC(N)C(=O)O (stereo unspecified) | 6% | / | -15%
N#CCSc1nnc(Cc2cccc3ccccc23)n1C1CCCCC1 | -2% | 9% | -25%
COc1ccc(NC(=O)N(C)C[C@H]2Oc3ccc(NS(=O)(=O)c4ccc(F)cc4)cc3C(=O)N([C@H](C)CO)C[C@@H]2C)cc1 | / | -4% | ?
O=C(NCCn1cc(SCc2ccc(F)cc2)c2ccccc21)c1ccccc1F | 7% | -18% | ?
CCc1nc2ccccc2c(C(=O)OCC(=O)C(C)(C)C)c1C | -1% | -6% | ?
Cc1cc(C)c2[nH]c(=O)c(CN(CC3CCCO3)C(=O)C3CCCO3)cc2c1 (stereo unspecified) | 8% | -4% | -14%
COc1ccc(CCNC2CC(=O)N(N(C)C)C2=O)cc1OC (stereo unspecified) | 3% | 6% | 4%
CCC(CC)C(=O)Nc1ccc2nc(SCC(=O)N3c4ccccc4CC3C)sc2c1 (stereo unspecified) | / | 10% | 12µM*
Cc1ccccc1NC(=S)N(Cc1cccnc1)Cc1ccccc1Cl | -18% | 9% | 16%
O=S(=O)(c1ccccc1)N1CCN(C(c2ccccc2)c2ccc(OC(F)(F)F)cc2)CC1 (stereo unspecified) | 4% | 3% | ?
OCC1OCOC2C(CO)OCOC12 (stereo unspecified) | / | -4% | -2%
N#CC(C#N)=C1C=CC=CN1/C(=C\c1ccco1)C(=O)c1ccc(-c2ccccc2)cc1 | 7% | -3% | 0.92µM*
NC(=O)NC(=O)CSc1nc2cc([N+](=O)[O-])ccc2n1-c1cccc(C(F)(F)F)c1 | -6% | 3% | 10µM*
Cc1ccc2c(c1C)C(=O)C(=O)N2 | / | -6% | 2%
COc1ccc(NC(=O)c2cccc([N+](=O)[O-])c2)cc1 | -3% | -4% | 5%
Cc1ccc(NS(=O)(=O)c2ccc(C(=O)N3CCCN(C)CC3)cc2)cc1 | -1%[2.35 µM] | -13% | -9%
Further compounds:
SMILES | N370S GC | FEN1 inh | DT40 TDP1 CPT
Cc1ccc(OCCC(=O)OCC(=O)NC(=O)NC2CCCCC2)cc1 | -2% | -12% | -19%
CC(=O)NCCNc1ncnc2ccc(-c3cccc(NS(C)(=O)=O)c3)cc12 | -6% | / | ?
CCC(=O)N1c2ccccc2CC1C(=O)N1CCN(c2cccc(Cl)c2)CC1 (stereo unspecified) | / | 16% | ?
CC(=O)n1cc([C@H]2C=C(C(N)=O)O[C@@H](OCc3ccc(CO)cc3)C2)c2ccccc21 | / | -20% | ?
Cc1cc(C)cc(NC(=O)Cn2nnc(C(=O)Nc3cc(C)cc(C)c3)c2N)c1 | / | 6% | -10%
CCOc1ccc(-c2nonc2NC(=O)c2oc3c(C)c(C)ccc3c2C)cc1OCC | / | -13% | 15µM*
COc1ccc2c(C)cc(Sc3nnnn3-c3ccccc3)nc2c1 | 27% | -1% | ?
CCOC(=O)c1c(N/C=C(\C#N)c2nc(-c3ccc(OC(C)=O)cc3)cs2)sc2c1CCC2 | / | -2% | -7%
Cc1noc(/C=C/c2ccco2)c1S(=O)(=O)N1CCC(C(=O)Nc2ccc(F)cc2F)CC1 | / | -17% | ?
O=C(NCCNC(=O)c1cc(F)cc(F)c1)c1cc(F)cc(F)c1 | -9% | 19% | -17%
COCCN(C(=O)COC(=O)c1ccccc1NCc1ccco1)c1c(N)n(Cc2ccccc2)c(=O)[nH]c1=O | ? | 18% | ?
Cc1ccc(NC(=O)CSc2nnc(-c3cccnc3)s2)cc1 | 7% | 4% | -1%
CC(=O)N(CCC(c1ccco1)C(C)C)Cc1ccc(OC(C)C)cc1 (stereo unspecified) | 16% | -21% | ?
CCC1=C2CC[C@H]3C(=O)N(C)C(=O)[C@H]3[C@H]2[C@@]2(Cc3ccccc3)C(=NCC(=O)OC)OC(=O)N2C1=O | -14%&0% | -2% | -12%
CC1CCN(C(=O)COC(=O)Cc2c[nH]c3ccccc23)CC1 | -1% | 10% | -25%
COc1ccc(NC(=O)CN2CCC(NC(=O)C3CCCCC3)CC2)cc1 | -3% | -3% | 2%
Cc1ccc(CNC(=O)c2c(-c3cccc(Br)c3)noc2C)o1 | / | -16% | ?
C=CCNC(=O)c1ccccc1NC(=O)c1ccccc1N(C)S(C)(=O)=O | 0% | 15% | 8%
Clc1ccc(Nc2nc(NCc3ccco3)nc3nccnc23)cc1 | / | -4% | -3%
O=C(Nc1cccc(Cl)c1)OCCN1CCN(Cc2ccccc2)CCC1=O | ? | -5% | ?
COC(=O)c1sccc1NC(=O)CC1C(=O)NCCN1C(=O)c1ccc(F)cc1 (stereo unspecified) | -6% | -3% | 12%
CCc1ccc(C(=O)NC2=NC(c3cc(OC)ccc3OC)CC(=O)N2)cc1 (stereo unspecified) | / | 0% | -2%
CC(C)NC(=O)Nc1cccc2c1O[C@H](CN(C)S(=O)(=O)c1cccs1)[C@@H](C)CN([C@H](C)CO)C2=O | / | 13% | ?
CC(Oc1ccccc1Cl)C(=O)N(Cc1ccco1)C1CCS(=O)(=O)C1 (stereo unspecified) | -5% | 5% | -4%
COc1ccc(OC)c(/C=C/C(=O)OCC(=O)N2CCCCC2)c1 | / | 10% | 14%

Arranged by molar mass (highest first): 3 of the compounds above.
SMILES | N370S GC | FEN1 inh | DT40 TDP1 CPT
CCOc1ccc(-c2nonc2NC(=O)c2oc3c(C)c(C)ccc3c2C)cc1OCC | / | -13% | 15µM*
CC(=O)N(CCC(c1ccco1)C(C)C)Cc1ccc(OC(C)C)cc1 (stereo unspecified) | 16% | -21% | ?
COc1ccc(OC)c(/C=C/C(=O)OCC(=O)N2CCCCC2)c1 | / | 10% | 14%

(cont.)
SMILES | N370S GC | FEN1 inh | DT40 TDP1 CPT
CCOc1ccccc1NC(=O)CSc1nnc2c(CC)c(C)nc(N)n12 | 26% | 3% | 0%
Clc1nc(-c2ccccc2)c2ccccc2n1 | -4% | 6% | 13%
CCCc1ccc2oc(C(=O)N(C)Cc3cnccn3)c(C)c2c1 | 0% | -13% | ?
Cc1cc(C)c(C2=CSC3=NS(=O)(=O)CCN23)c(C)c1 | -8% | -6% | 3%
Cc1ccc(S(=O)(=O)NN2C(=O)c3ccccc3NC2c2ccccn2)cc1 (stereo unspecified) | 12% | -3% | 3%
CSc1ccc(CN2CCCC(CNC(=O)c3ccc(F)cc3)C2)cc1 (stereo unspecified) | 0% | -6% | 8%
Cc1cccc(-n2c(Cc3cc(=O)[nH]c(=O)[nH]3)nnc2SCC(=O)NCC2CCCO2)c1 (stereo unspecified) | 5% | 8% | -2%
Cc1ccccc1-c1cc(NCc2cccnc2)ncn1 | -5% | / | -6%
COc1cccc(-c2sc3ccc(OC)cc3c2C#CCC(C)O)c1 (stereo unspecified) | / | -12% | ?
COc1ccccc1NS(=O)(=O)c1ccc(C(=O)NCC(c2ccccc2OC)N(C)C)cc1 (stereo unspecified) | -18% | -5% | -11%
CC(=O)c1cccc(NC(=O)Nc2nc(C)cc(C)n2)c1 | ? | 16% | -2%
Cc1cccn2c(=O)c3cc(C#N)c(=N)n(Cc4cccnc4)c3nc12 | / | -8% | -14%
COc1cc([C@H]2c3[nH]c4ccccc4c3C[C@H]3C(=O)N4[C@@H](c5cc(OC)c(OC)c(OC)c5)c5[nH]c6ccccc6c5C[C@H]4C(=O)N23)cc(OC)c1OC | 1% | 0% | 4.6µM*
O=C(NNC(=O)C12CC3CC(CC(C3)C1)C2)[C@@H]1C[C@H]1c1ccccc1 | 10% | -1% | 0%
COc1ccc(CNS(=O)(=O)c2ccc(C(=O)N(C)C)s2)cc1 | / | 1% | ?
O=C(CSc1n[nH]c(=O)n1-c1ccccc1)Nc1ccccc1C(F)(F)F | 7% | 12% | -1%
COc1cccc(CC2(CO)CCN(CC3=CC[C@H]4C[C@@H]3C4(C)C)CC2)c1 | -16% | 11% | ?
CCc1nc(SCc2ccc(F)cc2)[nH]c(=O)c1C#N | 7% | 0% | -4%
O=C(NCCc1ccc(O)c(O)c1)C1COc2ccccc2O1 (stereo unspecified) | -6% | -7% | 13µM*
O=C(COC(=O)c1ccc2c(c1)OCO2)NCc1ccc(Cl)cc1 | -11%[2.35 µM] | -4% | ?
Cc1cc(NC(=O)CCC(=O)N(Cc2ccco2)C2(C(=O)NC3CCCCC3)CCN(C)CC2)no1 | 6% | -10% | -27%
C[C@]12c3[nH]c4ccccc4c3CCN1C(=O)C(CC(=O)NCCN1CCOCC1)C[C@@H]2C(=O)N1CCCCC1 (stereo partly specified) | / | -3% | -6%
COC(=O)[C@H](Cc1ccccc1)NC(=O)[C@@]1(C)C[C@@H]1[C@@H](NC(=O)OCc1ccccc1)c1ccccc1 | 8%&-1% | 7% | -5%
CCS(=O)(=O)c1ccc2oc(Nc3ccccc3C)nc2c1 | ? | -4% | ?
Cc1c(C)c2c(cc(C)c3c(-c4ccccc4)coc32)oc1=O | / | 2% | -1%
Next section
SMILES | N370S GC | FEN1 inh | DT40 TDP1 CPT
CCOC(=O)CN1C(=O)/C(=C/c2ccc(Cl)cc2)Oc2ccccc21 | 7% | 9% | 14%
O=C(CNS(=O)(=O)c1cccs1)N1CCN(c2ccccn2)CC1 | -1% | -3% | 1%
Cc1c(Cl)cccc1NC(=S)NCc1ccc(Cl)cc1 | / | 11% | -6%
CCCCC(=O)NN(C)c1nc(-c2ccccc2)nnc1C(F)(F)F | ? | -6% | ?
CCOc1ccc(-c2ccc(SCC(=O)Nc3nnc(CC)s3)nn2)cc1 | 18% | -3% | 8%
COC(=O)C1=[N+]([O-])OC(C(=O)OC)C1c1c[nH]c2ccccc12 (stereo unspecified) | 3% | -11% | -4%
Cc1ccc(CN2CCN(Cc3cccn3-c3ccc(Cl)cn3)CC2CCO)o1 (stereo unspecified) | -5% | 11% | -1%

These rows are one share of the data; rates above refer to the full screens.
